# Bioassay records as filed in PubChem BioAssay.
# Rev-erbA mod: Rev-erb alpha (human) modulation; activity, % at 10 µM; Rev-erbα–FITC-DNA binding, fluorescence polarization, 90 min; AID 1259318; hit rate 0.79% among 370,000; P20393;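 active = activity above about 14%, limit read from the data; passing the limit was not always enough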;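 also: 0% = DMSO wells with 35 nM protein and 100% = DMSO wells with 750 nM protein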
# TCR CD3 inh: blocks the human TCR-CD3 interaction; inhibition, % at 9.4 µM; TAMRA-labeled TCR probe fluorescence, biochemical; hit rate 0.37% among 360,000; in the data active = inhibition above about 19%;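 also: recombinant mutant TCR 2C K166C tagged with TAMRA read by polarization; 0% = receptor in buffer alone and 100% = receptor with positive control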
# TDP2 absorb: TDP2 (human) inhibition, absorbance primary screen; recombinant TDP2, T5PNP hydrolysis, p-nitrophenol absorbance 415 nm; inhibition, % at 12.8 µM; hit rate 0.34% among 370,000; AID 720702;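 active = inhibition above the mean of all tested compounds plus 3 SD, set per campaign, cut at about 25% in these data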;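 also: 0% = DMSO with enzyme and 100% = buffer with substrate but no TDP2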
# Target sequence (O95551 whole entry, looked up): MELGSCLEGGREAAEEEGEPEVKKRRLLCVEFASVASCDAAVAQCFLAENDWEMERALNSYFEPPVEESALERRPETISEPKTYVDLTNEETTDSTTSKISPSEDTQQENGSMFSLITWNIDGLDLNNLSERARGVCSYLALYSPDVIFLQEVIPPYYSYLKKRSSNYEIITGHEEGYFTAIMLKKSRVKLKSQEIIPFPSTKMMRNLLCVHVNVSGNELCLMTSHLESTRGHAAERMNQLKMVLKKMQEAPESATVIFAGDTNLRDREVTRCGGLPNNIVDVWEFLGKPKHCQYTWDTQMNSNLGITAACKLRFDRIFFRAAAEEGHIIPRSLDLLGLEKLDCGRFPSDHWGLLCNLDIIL
#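 Evaluation: % inhibition relative to enzyme-containing and enzyme-free wells. Material: recombinant human TDP2. Benchmarks: enzyme-free and DMSO wells. Timing: enzyme reaction with compound for 2 h at 37 °C. Compound dosing: 12.8 µM only. Measured by: p-Nitrophenol epi absorbance. Reagent: T5PNP substrate at 5 mM, a TopII-DNA adduct mimic. Replication: single well per compound.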
# SIAE primary: human SIAE inhibition, primary screen; Q9HAT2; SIAE FP-Rh probe binding, fluorescence polarization; inhibition, % at 9.66 µM; hit rate 0.69% among 370,000;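 active = inhibition above a cutoff: mean of compounds within the control limits plus 3 SD of those, cut at about 17% in these data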;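 also: 0% = plate median of compound wells and 100% = probe without SIAE protein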
# PG9 Ab binder: binds the HIV-1 gp120 antibody PG9; hit rate 0.43% among 360,000; TR-FRET gp120-PG9 antibody binding; inhibition, % at 6.7 µM; AID 624416; in the data active = inhibition above about 8.5%
# rCAG RNA binder: r(CAG) repeat RNA binding. TO-PRO-1 dye displacement fluorescence. hit rate 1.3% among 370,000. AID 651821. inhibition, % at 3 µM;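 active = inhibition above the plate cutoff, the mean of all test compounds on that plate plus 3 SD, cut at about 35% in these data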;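 also: 0% = DMSO alone and 100% = 100 µM mitoxantrone as full dye displacement; higher means more dye released from RNA so lower well fluorescence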
# mABHD4 FP: inhibits mouse alpha/beta hydrolase domain 4; purified mABHD4, FP-Rh probe fluorescence polarization; inhibition, % at 8.92 µM; AID 720543; Q8VD66; hit rate 0.54% among 370,000;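 active = inhibition exceeding the mean over every tested compound plus 3 SD, cut at about 30% in these data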;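 also: 0% = plate median of compound wells and 100% = S159A mutant with DMSO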
# Target sequence (Q8VD66 whole entry, looked up, the tested form may be a part): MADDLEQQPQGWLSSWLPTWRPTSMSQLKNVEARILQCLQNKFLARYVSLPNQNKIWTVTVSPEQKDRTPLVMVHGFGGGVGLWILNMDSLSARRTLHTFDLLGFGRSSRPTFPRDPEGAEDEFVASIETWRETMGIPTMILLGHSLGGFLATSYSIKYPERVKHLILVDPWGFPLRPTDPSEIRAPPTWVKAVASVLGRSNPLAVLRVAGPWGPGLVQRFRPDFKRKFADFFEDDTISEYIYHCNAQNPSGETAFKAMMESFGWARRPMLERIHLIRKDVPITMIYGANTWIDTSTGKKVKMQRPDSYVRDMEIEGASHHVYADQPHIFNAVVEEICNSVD
#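 Assay system: mABHD4 protein; medium: HEPES pH 7.0, NaCl, Pluronic buffer; dosing: 8.92 µM, single dose; schedule: 45 min + 60 min at 25 °C; signal: FP readout, ex 525 nm / em 598 nm; read-out: normalized percent inhibition of probe labeling; repeats: single replicate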
# LEDGF integ inh: blocks HIV-1 LEDGF/p75-dependent DNA integration. TR-FRET IN-LEDGF/p75 DNA integration, Eu/Cy5. hit rate 0.64% among 370,000. inhibition, % at 3.7 µM;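 active = inhibition above the screen-wide mean plus 3 SD, cut at about 13% in these data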;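 also: signal is the Cy5 over europium emission ratio at 671 and 618 nm; 0% = plate median of compound wells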
# HTRA1 inhibitor: blocks human HTRA1 serine peptidase; hit rate 0.5% among 340,000; recombinant HTRA1, FP-rhodamine activity-based probe, fluorescence polarization; inhibition, % at 5.96 µM; Q92743; AID 504803; in the data active = inhibition above about 36%;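 also: 0% = enzyme with DMSO and 100% = wells lacking enzyme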
# PRMT1 FP inh: inhibitors of human PRMT1; recombinant PRMT1, activity-based probe fluorescence polarization; Q99873; hit rate 1.3% among 370,000; inhibition, % at 2.79 µM;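 active = inhibition above about 21% made by adding two undisclosed values, limit read from the data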
# Target sequence (Q99873 whole entry, looked up): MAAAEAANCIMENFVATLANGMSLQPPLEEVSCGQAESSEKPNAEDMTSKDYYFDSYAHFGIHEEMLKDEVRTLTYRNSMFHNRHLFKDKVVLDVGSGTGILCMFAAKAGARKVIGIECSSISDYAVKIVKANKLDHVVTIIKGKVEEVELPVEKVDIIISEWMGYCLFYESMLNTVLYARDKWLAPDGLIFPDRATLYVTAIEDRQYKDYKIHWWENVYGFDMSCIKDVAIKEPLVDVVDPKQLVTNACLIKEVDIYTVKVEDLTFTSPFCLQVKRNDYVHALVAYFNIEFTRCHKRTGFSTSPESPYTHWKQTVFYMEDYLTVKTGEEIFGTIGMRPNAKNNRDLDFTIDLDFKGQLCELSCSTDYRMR
# * = called active by the depositor; x = not tested or not shown.
nr	canonical_smiles	Rev-erbA mod	TCR CD3 inh	TDP2 absorb	SIAE primary	PG9 Ab binder	rCAG RNA binder	mABHD4 FP	LEDGF integ inh	HTRA1 inhibitor	PRMT1 FP inh
1	CCCCCn1c(=O)[nH]c2cc(C(=O)N3CCN(c4ccc(C(C)=O)cc4)CC3)ccc2c1=O	7	-2	5	-7	0.6	1	5	-5	-4	1
2	O=C(NCCSCc1ccco1)Nc1ccc(Cl)cc1	2	2	3	3	2.0	-2	-8	6	-16	0
3	CN(C)S(=O)(=O)c1ccc(N2CCCC2)c(C(=O)NCc2ccc(Cl)cc2)c1	-4	6	3	3	-0.9	-4	-7	-2	-5	1
4	C/C(=N\NC(=O)CNC(=O)c1ccc2c(c1)OCCO2)c1ccco1	4	-5	-12	-8	0.2	1	-24	5	-1	8
5	O=C(NC1CCCCC1)c1cccnc1C(=O)O	0	-3	-10	12	-2.8	4	1	2	9	0
6	O=C1CCN(Cc2ccc(Br)cc2)CCN1[C@H](CO)Cc1ccccc1	3	10	-5	4	0.5	-7	1	-2	0	-1
7	O=C1CCC[C@H]2C[C@H](NCc3ccc(Br)cc3)CC[C@]23CCCN13	-8	x	-2	-3	x	x	-1	-1	x	-1
8	O=C(c1ccccc1)N1CCC(c2nc3c(nnn3Cc3ccccc3Cl)c(=O)[nH]2)CC1	-1	-1	10	-1	3.6	-1	12	1	-11	-1
9	O=CNCc1nc2ccccc2n1CCCc1ccccc1	-6	-6	2	0	-0.9	-6	-5	-4	-5	8
10	COc1cccc(Oc2ccc(S(=O)(=O)N3CCCC3)cc2[N+](=O)[O-])c1	3	-5	-27	6	-1.8	0	-14	4	-3	-1
11	Cc1ccc(C)c(NC(=O)N2CCc3ccccc3C2)c1	-5	-5	8	6	-0.6	-5	2	2	3	0
12	O=S(=O)(/N=C(/Nc1cccc2ccccc12)c1ccccc1)c1ccc(Br)cc1	5	-3	-1	-11	-0.8	2	-8	-9	-27	3
13	Clc1ccc(C#Cc2cccnc2)cc1	2	-3	5	5	0.6	2	-4	0	-3	-1
14	O=C(COC(=O)CCc1c[nH]c(=O)[nH]1)Nc1cccc(Cl)c1	7	-9	-6	0	0.6	-4	13	2	-2	2
15	O=C(Nc1ccc(F)cc1)N1CCN(c2ncccn2)CC1	1	3	-7	-4	-4.2	2	0	2	-4	0
16	CCOC(=O)c1cn(CC(=O)Nc2cccc(F)c2)nn1	5	2	11	-3	-1.0	2	3	0	-4	1
17	COc1ccc(N2CCN(C(=O)c3sc4ncn(CC(=O)N5CCCCC5C)c(=O)c4c3C)CC2)cc1 (stereo unspecified)	-4	-4	2	5	1.4	-5	0	-1	-1	3
18	Cc1ccc(C2=NS(=O)(=O)N(C)C(C(=O)NCc3ccc4c(c3)OCO4)=C2)cc1	4	3	-2	-4	0.7	8	-8	-2	-16	0
19	Cc1cc(C)n(-c2nc3ccccc3nc2N2CCCC2)n1	1	2	-7	5	-0.6	-3	4	5	3	1
20	COCCNc1nc(-c2ccccc2)nc2c1oc1ccccc12	8	-8	8	-9	-0.4	1	-12	-2	-38	0
21	CCCNC(=O)c1cccc(COCC(F)(F)C(F)F)c1	1	-3	3	4	0.7	-6	8	-1	-4	4
22	CCCC(C(=O)NC1CCCC1)N(C(=O)Cn1nnc(-c2ccc(C)o2)n1)c1ccccc1F (stereo unspecified)	-4	-4	-3	1	-1.3	-4	4	-4	-15	-1
23	C/C(=N/NC(=O)CSc1nnc(-c2ccccc2)n1-c1ccc(Cl)cc1)c1cccc(O)c1	-4	x	-1	-4	x	3	-2	2	x	3
24	COC(=O)c1ccc(C2NC(=O)NC(C)=C2C(=O)N(C)C)cc1 (stereo unspecified)	-1	5	1	-1	-3.1	5	3	-2	-2	3
25	CCn1c2ccccc2c2cc(NC(=O)COC(=O)c3cc(Cl)cc(Cl)c3)ccc21	3	x	3	-1	x	3	1	-1	x	-4
26	Cc1c(C#N)sc2nc(-c3ccccc3)nc(N3CCCC3)c12	12	-3	3	-2	1.7	-1	0	-6	-10	2
27	O=C(CSc1n[nH]c(=O)n1C1CC1)Nc1ccc(OC(F)(F)F)cc1	7	9	9	-4	-1.2	2	-2	1	1	1
28	CCN(c1ccccc1)S(=O)(=O)c1nnc(NC(=O)c2ccco2)s1	-2	-6	13	0	0.3	18	2	-1	1	9
29	C=CCCC(=O)Nc1nc(C)c(-c2csc(Nc3cc(Cl)ccc3OC)n2)s1	2	3	9	7	-0.7	27	26	2	-1	3
30	CCC(C(=O)NC1CCCC1)n1c(SCc2cccc(C)c2)nc2ccncc21 (stereo unspecified)	4	-2	6	2	-4.7	-1	-3	-3	-23	1
31	Cc1cccc(CCNS(=O)(=O)c2ccc(S(=O)(=O)N3CCC(C)CC3)cc2)c1	4	3	-8	6	-1.1	3	-2	1	2	-1
32	O=C(CCCOc1ccc(Br)cc1)Nc1nnc(C2CC2)s1	-6	-7	8	-5	2.1	0	-12	-3	5	1
33	Cc1ccc(/C=N/c2sc(Cc3ccccc3)c(C)c2C(N)=O)o1	29*	6	3	-15	-3.3	14	8	0	-11	5
34	COc1cc(C(=C(CC(=O)O)C(=O)O)c2ccc3c(c2)OCO3)cc(OC)c1OC	-3	-4	0	0	1.5	0	5	-3	8	1
35	Cc1cc(OCCN2CCCC2)ccc1C(C)C	-2	1	9	-1	1.4	1	17	1	-14	4
36	CCCOc1ccc(/C=N/Nc2cccc([N+](=O)[O-])c2)c(O)c1	3	7	7	4	0.9	25	10	4	12	3
37	CCOc1ccccc1NC(=O)Cc1coc2ccc(C)cc12	1	7	2	-1	-0.6	-1	-8	3	-13	-2
38	CNS(=O)(=O)c1ccc(NC(=O)c2ccccn2)cc1	2	-2	8	1	-1.5	1	2	-3	-4	-3
39	O=C(CSc1nnc(NC2CC2)s1)c1ccc[nH]1	-1	7	-10	2	-1.8	3	6	0	-1	-3
40	Cc1c(Cl)c(-c2n[nH]c(=S)n2-c2ccc(F)cc2)nn1C	-1	6	-6	8	10*	0	-1	-2	4	-1
41	c1ccc(-c2csc3ncnc(NCC4COc5ccccc5O4)c23)cc1 (stereo unspecified)	4	12	-10	-2	-0.2	5	-19	-2	-32	2
42	Cc1ccccc1C(=O)NC(=S)Nc1ccccc1C(F)(F)F	2	11	12	-2	-0.4	-3	-1	0	-8	0
43	CCN(CC)CCCCOc1ccccc1OC	1	5	-5	-6	1.1	-3	4	6	2	5
44	O=C(NN=Cc1ccc2c(c1)OCO2)c1ccccc1	5	4	2	-4	-3.4	0	1	2	2	-6
45	CCCCCN1C=CC=C/C1=C\C=C(C#N)C#N	11	-1	5	12	-6.5	-5	4	-3	x	-4
46	CC(=O)Nc1ccc(NC(=O)c2c(-c3ccccc3)noc2C)cn1	-1	-5	18	7	1.2	-3	-1	0	-1	0
47	Cc1ccsc1CN(C(=O)c1ccc([N+](=O)[O-])cc1)C1CCS(=O)(=O)C1 (stereo unspecified)	4	-8	-17	3	-0.9	-6	1	-9	-5	4
48	CN(C)/C=C/C(=O)c1ccc2noc(-c3ccc(F)cc3)c2c1	-3	-3	-11	3	-3.2	12	0	5	-33	4
49	Cc1cc(C)cc(NC(=O)C(c2ccccc2)N2CCN(CC(=O)N3CCCC3)CC2)c1 (stereo unspecified)	-3	5	-7	5	0.8	-5	4	0	-5	-6
50	O=C(Nc1nc2cc3c(cc2s1)OCCO3)c1ccco1	0	-14	-13	-17	-0.4	2	-14	-6	-2	10
51	O=C1OC(NCc2cccnc2)(c2ccc(Cl)cc2)c2ccccc21 (stereo unspecified)	5	3	11	5	0.7	-7	-1	2	-8	-1
52	CCOc1ccc(-c2nc(C#N)c(N3CCOCC3)o2)cc1	-11	-1	1	5	1.5	-3	-2	-3	3	3
53	COc1ccc(C(=O)NNC(=O)c2ccc3ccccc3c2)cc1	21	5	7	-4	-0.5	1	-3	-3	0	0
54	CC1CCCCC1NC(=O)c1cc(S(=O)(=O)N2CCCCC2)ccc1N1CCOCC1 (stereo unspecified)	-1	-2	7	-3	0.3	1	6	-2	1	-5
55	COC(=O)c1ccc(NC(=O)c2ccccc2N(C)S(=O)(=O)c2ccccc2)cc1	-2	0	-2	-1	0.3	-4	-1	0	-12	-1
56	COC(=O)Cc1cc(=O)[nH]c(/N=C(\N)Nc2ccc(C)cc2)n1	1	-1	7	-5	-1.2	-4	-2	-1	-2	-2
57	O=C(CCNC(=O)c1ccc(Cl)cc1)Nc1ccc(F)cc1F	2	5	11	1	-0.3	-4	0	-3	-1	-2
58	CC(C)c1c(O)nc(SCc2ccccc2)[nH]c1=O	-10	0	7	-5	-0.9	2	0	-2	2	1
59	CCOC(=O)C1C(=O)Oc2ccc3ccccc3c2C1C1CCOC1=O (stereo unspecified)	2	-2	5	-4	-2.2	3	0	-4	3	0
60	Cc1cccc(NC(=S)NC(C)(C)CC(C)(C)C)c1	5	3	-10	-9	-3.3	-8	-2	5	-13	-3

# The list goes on:
nr	canonical_smiles	Rev-erbA mod	TCR CD3 inh	TDP2 absorb	SIAE primary	PG9 Ab binder	rCAG RNA binder	mABHD4 FP	LEDGF integ inh	HTRA1 inhibitor	PRMT1 FP inh
61	CCCCCc1ccc(-c2ccc(C(=O)O)cc2)nc1	-1	10	-5	1	-2.6	15	-10	1	-3	0
62	COc1ccc(C2c3c(oc4ccc(Cl)cc4c3=O)C(=O)N2CCN2CCOCC2)cc1 (stereo unspecified)	-3	-2	4	1	-1.6	7	0	1	-7	-1
63	O=C(N=Nc1c(O)[nH]c2ccc(Br)cc12)c1ccco1	-1	6	-1	-9	-3.7	7	-2	-3	-4	-1
64	CC12CCC(=O)N1C(C(=O)N1CCN(c3ccc(C(F)(F)F)cc3[N+](=O)[O-])CC1)CS2 (stereo unspecified)	8	5	-1	0	1.1	-5	2	0	-2	-1
65	O=C(NCCCN1CCOCC1)c1onc(CSc2ccccn2)c1C(=O)NCCCN1CCOCC1	1	-1	-1	-3	-0.4	-10	5	1	-3	-1
66	COc1cccc(CN2CCC(n3nccc3NC(=O)C3CC3)CC2)c1	0	4	1	-5	-2.1	-2	-5	1	-1	-3
67	Cc1noc(C)c1COc1ccccc1C(=O)N1CCN(S(=O)(=O)c2ccccc2F)CC1	-3	-10	1	0	1.5	-3	7	-9	0	2
68	Cc1cccc(NC(=O)C2CCN(S(=O)(=O)c3c(C)noc3/C=C/c3ccco3)CC2)n1	-1	-3	5	-11	0.7	19	-2	3	-30	4
69	COC(=O)C1=C(C)N(Cc2cccc(C(F)(F)F)c2)C(=NCc2cccc(C(F)(F)F)c2)NC1c1ccc(Cl)cc1 (stereo unspecified)	2	8	-2	-5	0.3	3	23	-2	x	-3
70	Cc1cc(C)c(C#N)c(SCC(=O)C(C)(C)C)n1	1	0	-3	1	-0.3	-3	8	0	-12	1
71	Cc1cccc(C(=O)NNS(=O)(=O)c2ccccc2[N+](=O)[O-])c1	1	3	3	0	-0.8	2	0	-2	1	4

# This is a subset. The share of hits here may be higher or lower than overall.
